Screening results from PubChem.
HepG2 tox: counter-screen for TGF-b inhibitors: cytotoxicity in HepG2 cells | HepG2 CAGA-GFP viability, ATP luminescence, 18 h | Potency, µM (highest dose often 46.1 µM), without a hit: at the highest dose activity change, negative = cytotoxicity, hits mostly cytotoxic | 0.76% of 410,000 active; further: potency means the concentration at half of the fitted maximal effect; some results filed as inactive show a strong effect at the top dose
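HepG2 CAGA-GFP cells (1000/well, DMEM with 1% FBS) received compound, then TGF-beta at 500 pg/mL final, and were incubated 18 hours at 37 degrees C. Viability was read by CellTiter-Glo luminescence. Media-only wells were set as complete cell-killing and DMSO as no toxicity.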
A549 viability: counter-screen for Nrf2 inhibitors: cytotoxicity in A549 cells | AID 504648 | Potency, µM (series often up to 46 µM), without a hit: top-dose activity change, negative = cytotoxicity, actives largely listed as inhibitors | A549 ARE-Fluc cells, CellTiter-Fluor viability, 18-24 h | 0.16% of 390,000 active; further: potency means the concentration at half of the fitted maximal effect; on the % scale 0 is the no-effect control and ±100 the full control effect
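A549 ARE-Fluc cells in 5% FBS OPTI-MEM, 5000 cells/well, rested 2 h then exposed to compounds in concentration-response for 18-24 h at 37 °C. Viability by CellTiter-Fluor fluorescence (Ex 405/Em 525) after 30 min; luciferase luminescence (BugLite, 15 min, RT) read afterwards.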
MCF10A rereplic: DNA re-replication induction in MCF 10a cells | MCF 10A DNA re-replication, Hoechst nuclear intensity, 48 h | 2.9% of 350,000 active | AID 624296 | Potency, µM (series often up to 46.1 µM), without a hit: at the top dose activity, positive = re-replication, actives largely listed as activators; further: potency means the concentration at half of the fitted maximal effect; % of control where 0% means no effect; nearly all actives have a fitted effect of over 50% in size
TGFb inhibitor: TGF-b pathway inhibition | HepG2 CAGA-GFP TGF-b/SMAD3 reporter, GFP fluorescence, 18 h; TGF-beta stimulated, 500 pg/mL final | Potency, µM (top dose mostly 46.1 µM), inactives show at the highest dose activity, negative = inhibition, hits mostly inhibitors | 1.2% of 410,000 active | AID 588855; further: potency means the concentration at half of the fitted maximal effect; on the % scale 0 is the no-effect control and ±100 the full control effect; nearly all actives have a fitted effect of over 65% in size
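TGF-beta reporter screen: HEPG2 CAGA-GFP, 1% FBS, 500 pg/mL TGF-beta final, 18 h; per-cell GFP summed per well; curves fitted and categorized by class.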
Nrf2 activator: Nrf2 pathway activation. AREc32 ARE-luciferase reporter (MCF7-derived line), luminescence, 24 h. Potency, µM (top dose mostly 46.1 µM), inactives show at the top dose activation, usual class: activators. 0.31% of 410,000 active; further: potency means the concentration at half of the fitted maximal effect; % of control where 0% means no effect; nearly all actives have a fitted effect of over 65% in size
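Cells of the AREc32 ARE-luciferase line are plated in OPTI-MEM containing 5% FBS and left overnight at 37 deg C. Compounds are pinned in, incubation continues 24 hr, and firefly luciferase signal is then measured.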
ATXN2 expr inh: inhibitors of ATXN2 expression | HEK-293 ATXN2-luciferase reporter, luminescence, 24 h | Potency, µM (titrated, usually from 57 µM), for inactives: top-dose activity change, negative = inhibition, usual class: inhibitors | 0.72% of 360,000 active | AID 1745845; further: potency means the concentration at half of the fitted maximal effect; on the % scale 0 is the no-effect control and ±100 the full control effect; nearly all actives have a fitted effect of over 55% in size
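ATXN2-luciferase reporter cells (luciferase flanked by upstream and downstream ATXN2 gene portions) were treated 24 h at 37 °C with compounds at up to 57 uM. SteadyGlo luminescence gave expression; GF-AFC fluorescence gave viability.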
IL1B secr inh: inhibitors of inflammasome signaling (IL-1 beta secretion) | THP-1 LPS/ATP IL-1B secretion, AlphaLISA, 16 h; hits give low values | activity change, % at 57.5 µM | 4.7% of 360,000 active; in the data active means activity change below about -50%; inconclusive means mostly about -30% to -49%; further: on the % scale 0 is the no-effect control and ±100 the full control effect
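Secreted IL-1B measured by AlphaLISA bead assay after 16 h compound exposure of THP-1 cells; compounds (final up to 57.5 uM) added 1 h before LPS (250 ng/mL) and ATP (1.25 mM) stimulation; lower signal means less secretion.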
Nrf2 inh: blocks Nrf2 signaling; A549 ARE-Fluc reporter, luciferase luminescence, 18-24 h; Potency, µM (doses to about 46 µM), for the others: at the top dose activity change, negative = inhibition, most hits filed as inhibitors; 2.1% of 360,000 active; further: potency means the concentration at half of the fitted maximal effect; on the % scale 0 is the no-effect control and ±100 the full control effect; nearly all actives have a fitted effect of over 60% in size
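A549 ARE_Fluc cells (5000/well, 5% FBS OPTI-MEM) pre-incubated 2 h, then treated with compounds 18-24 h at 37C/5% CO2 in concentration-response. CellTiter-Fluor viability read first; BugLite luciferase luminescence after 15 min at room temperature gives Nrf2 activity.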
ATXN viability: viability counter-screen for ATXN expression inhibitors. Potency, µM (titrated, usually from 56.7 µM), most hits filed as cytotoxic. S2 cells (HEK-293 line with an ATXN2-luciferase reporter) viability, CellTiter-Fluor protease fluorescence, 24 h. 0.49% of 400,000 active. AID 651635; further: potency means the concentration at half of the fitted maximal effect; nearly all actives have a fitted effect of over 40% in size
Active calls of the source: *; i = inactive; ? = inconclusive; · = no result given; [ ] = another dose, or the depositor's remark. Unless noted, the call rests on the fitted dose curve; in most records, active means well fitted curve in the direction sought with a large enough effect; inconclusive means small, poorly fitted or top-dose-only effect, or another doubt; inactive means no such curve, though single readings can be large; an effect the other way counts as inactive or inconclusive.

Value order – Nrf2 inh, MCF10A rereplic, ATXN viability, HepG2 tox, ATXN2 expr inh, TGFb inhibitor, IL1B secr inh, Nrf2 activator, A549 viability
- O=C(CNC1=NCCC1)c1ccc(Cl)cc1
    -11%, 1%, i, -20%, -21%, -5%, 57, 0.1%, 7%
- C=CCOc1ccc(/C=C2/C(=O)ON=C2C)cc1OC
    29%, ?, i, -14%, -13%, -21%, -97*, -0.1%, -3%
- COc1ccc(NC(=O)c2cc(-c3cc(Cl)ccc3C)n[nH]2)cn1
    ·, ·, i, -50%, -19%, 4%, -16, 2.7%, ·
- CN(c1ccccc1)S(=O)(=O)c1ccc2c(c1)oc(=O)n2C
    -5%, ?, i, 1%, 18%, 9%, 26, -0.6%, -4%
- COc1ccc(C2NC(=O)c3ccccc3O2)cc1OC (stereo not given)
    -12%, -2%, i, 0%, -1%, 1%, 0, -1.0%, 2%
- Cc1cccc(OCc2nnc(SCC(=O)Nc3cccc(C(=O)N4CCOCC4)c3)o2)c1C
    3%, 1%, i, -23%, -8%, -19%, -4, -0.1%, -1%
- Nc1cccc(Oc2ccc3c(c2)C(=O)N(CCO)C3=O)c1
    3%, 11%, i, 3%, -10%, 4%, -6, 2.4%, 6%
- Cc1cc(OCCCC(=O)Nc2nnc(C3CC3)s2)ccc1Cl
    13%, 0%, i, -2%, 4%, 0%, 0, -1.0%, 0%
- O=C(NCc1ccccc1)/C(=C\c1cccc([N+](=O)[O-])c1)NC(=O)c1ccco1
    ·, ·, ?, -2%, ·, -26%, 15, -0.7%, ·
- COc1ccc(/C(C)=N/Nc2nc(C)cc(-c3ccccc3)n2)cc1
    15µM*, ?, i, -37%, ?, -11%, -16, 2.5%, -14%
- COc1ccc2oc(=O)c(-c3csc(Nc4ccc(O)cc4)n3)cc2c1
    -10%, 4.1µM*, ?, -34%, 11%, ?, -91*, 11%, -22%
- CCCCn1c(SCC(=O)Nc2ccccc2C(F)(F)F)nc2ccsc2c1=O
    -16%, 10%, ?, -24%, -3%, ?, 10, 0.2%, -4%
- CC(C)(C)c1ccc(S(=O)(=O)Nc2ccc(C(=O)N3CCCC3)cc2)cc1
    -23%, 4%, i, -30%, -6%, ?, -10, 2.6%, -1%
- CN(Cc1ccc(F)cc1)C(=O)c1cccc(OCc2ccccc2)c1
    ?, 8%, i, -2%, -31%, -29%, -54*, 0.1%, 0%
- CCN(CC)S(=O)(=O)c1ccc2c(c1)N(CC(=O)Nc1ccc(Cl)cc1)C(=O)C1CCCN21 (stereo not given)
    ?, ·, ·, -6%, ·, -3%, ·, -1.0%, 1%

One compound at a time, as listed above.
CCCCn1c(SCC(=O)Nc2ccccc2C(F)(F)F)nc2ccsc2c1=O across the screens: Nrf2 inh = -16%; MCF10A rereplic = 10%; ATXN viability = ?; HepG2 tox = -24%; ATXN2 expr inh = -3%; TGFb inhibitor = ?; IL1B secr inh = 10; Nrf2 activator = 0.2%; A549 viability = -4%
COc1ccc2oc(=O)c(-c3csc(Nc4ccc(O)cc4)n3)cc2c1 across the screens: Nrf2 inh = -10%; MCF10A rereplic = 4.1µM*; ATXN viability = ?; HepG2 tox = -34%; ATXN2 expr inh = 11%; TGFb inhibitor = ?; IL1B secr inh = -91*; Nrf2 activator = 11%; A549 viability = -22%

New compounds follow.
Value order – Nrf2 inh, MCF10A rereplic, ATXN viability, HepG2 tox, ATXN2 expr inh, TGFb inhibitor, IL1B secr inh, Nrf2 activator, A549 viability
- Cc1ccc(S(=O)(=O)N2CCC(=O)N(C(COCc3ccccc3)Cc3ccccc3)CC2)cc1 (stereo not given)
    ?, 10%, i, -37%, -28%, -16%, -26, 0.4%, -7%
- CCc1ccccc1NC(=O)Cc1c(C(=O)O)[nH]c2ccc(Cl)cc12
    3%, ·, i, 0%, -6%, 10%, ·, -0.1%, 8%
- Cc1cc(C(=O)NN=C2CCCCC2)c2ccccc2n1
    3%, ?, i, 19%, 5%, 13%, 35, 3.2%, -7%
- COC(=O)c1sc(NC(=O)c2cc3c(s2)CCCC3)nc1C
    ?, ?, i, -17%, 2%, 2%, -52*, 0.3%, -10%
- CCN(c1ccc(OC)cc1)S(=O)(=O)c1ccc2[nH]c3c(c2c1)CCCCC3
    ?, ·, ?, -28%, ?, ?, ·, -0.4%, ?
- Cn1cc(/C=N/NC(=O)c2cccc([N+](=O)[O-])c2)c2ccccc21
    0%, 9%, i, -11%, -3%, -19%, 34, 7.8%, 5%
- O=C(c1c(F)cccc1F)N1CCCC(c2nc(-c3ccc(F)cc3)no2)C1 (stereo not given)
    ?, ?, i, -54%, -22%, ?, -13, 5.6%, 3%
- COc1ccccc1C(CNC(=O)CN(C)S(=O)(=O)c1ccc(C)cc1)N1CCCC1 (stereo not given)
    1%, -1%, i, -25%, 9%, -25%, 0, 2.8%, 1%
- Oc1ccc(-c2c(C3=CCCCC3)sc3ccccc23)cc1
    5%, ?, i, 4%, 7%, 2%, 25, 6.3%, 1%
- Cn1ccc(C(=O)OCC(=O)Nc2cccc3ccccc23)n1
    29%, 13%, i, -1%, -12%, -8%, -1, 28%, 0%
- CSc1ncccc1C(=O)OCC(=O)C(C)(C)C
    -18%, -4%, i, 1%, 13%, 2%, 15, 0.2%, 1%
- Cc1cc(C)nc(SCC(=O)Nc2ncc(Cc3cccc(Cl)c3Cl)s2)n1
    ?, ?, ?, -1%, -6%, -5%, 8, -0.8%, -5%
- Cc1cc(C)c(C)c(S(=O)(=O)NCCN2CCOCC2)c1C
    -20%, 4%, i, -1%, -7%, -5%, 6, -0.7%, -1%
- CCCCn1c(N)c(N(CC)C(=O)c2cccc(S(=O)(=O)N3CCN(C)CC3)c2)c(=O)[nH]c1=O
    7%, 15%, i, 0%, 7%, 14%, 3, -0.8%, -8%
- CCCOc1ccc(Nc2cc(C)nc(C)n2)cc1
    15%, ·, i, -31%, 20%, 1%, ·, 4.2%, 3%
- O=C1CCC(=O)N1CN(C(=O)c1ccco1)c1ccc(Cl)c(Cl)c1
    7%, 7%, i, -48%, 1%, 0%, 15, -0.7%, -4%
- O=C(Nc1cccnc1)c1ccc(S(=O)(=O)c2ccccc2)cc1
    ?, -7%, i, 5%, -6%[11.3 µM], 1%, 0, 0.5%, -5%
- O=C(COC(=O)/C=C/c1cccc(Cl)c1)Nc1ccc(N2CCOCC2)cc1
    27%, 20%, ?, 5%, -10%, 11%, -5, -0.1%, -2%
- COc1ccc(-c2csc(C(O)c3ccc(OC)cc3)n2)cc1 (stereo not given)
    ·, ·, i, -11%, 5%, 0%, 14, 5.2%, ·
- COc1ccc(NC(=O)CSc2nnc(-c3cccs3)n2N)c(OC)c1
    -4%, 1%, i, 6%, 2%, 7%, -8, 0.2%, -6%
- Cc1ccc(C(=O)Nc2sc(C(=O)N(C)C)c(C)c2C#N)cc1
    3%, 0%, i, -2%, -4%, -2%, -15, -0.2%, -7%
- CCn1cnnc1SCC(=O)NCC1COc2ccccc2O1 (stereo not given)
    23%, -2%, i, 6%, 1%, 0%, 0, -0.1%, 2%
- CCOc1cc(/C=C2\SC(=S)N(Nc3ccccc3)C2=O)ccc1O
    -1%, ?, i, -6%, 84%[activator], -3%, -23, 10%, -20%
- N#CCCn1ncn(-c2ccccc2)c1=S
    ·, 1%, i, 0%, 0%, 3%, 5, -1.7%, -3%
- COc1ccc(-c2cc(C(F)(F)F)nc(SCCC(=O)Nc3cc(C)on3)n2)cc1
    -11%, 1%, i, 6%, -3%, -8%, 21, -1.0%, 2%
- CCc1sc(C(=O)N2CCN(c3ncccn3)CC2)cc1Br
    -22%, -14%, i, -14%, -15%, 6%, 7, 0.2%, 0%
- CCc1nnc(NC(=O)c2ccc(S(C)(=O)=O)cc2)s1
    7%, ?, i, -14%, 7%, 0%, 0, 1.3%, -3%
- CC(C)(C)OC(=O)NCCCCCNC(=O)c1[nH]cnc1C(=O)Nc1ccc(Cl)cc1
    16µM*, 26%, ?, 18µM*, ?, ?, ?, -4.0%, ?
- Cn1c(=O)c(C#N)c(-c2ccc(F)cc2)c2cc(C(=O)c3cc(Cl)cc(Cl)c3O)cnc21
    ?, ?, i, -45%, ?, 18µM*, 65, 1.8%, ?
- O=C(CN1CCCN(Cc2ccc(F)cc2Cl)C1=O)NCc1ccccc1
    -7%, -3%, i, -6%, 1%, 0%, 12, -0.6%, -4%
- O=C(COCc1cc(-c2ccc3c(c2)OCO3)on1)Nc1cccc(O)c1
    0%, ·, ·, -4%, ·, -30%, ·, -0.2%, 0%
- CCOC(=O)c1ccc(N2CN(CCc3ccccc3)CNC2=S)cc1
    ?, 7%, ?, -14%, 0%, -23%, -10, 0.2%, -8%
- Cc1[nH]n(C(N)=S)c(=O)c1N=Nc1cccc(C(F)(F)F)c1
    ?, -16%, i, -12%, 48%[activator], 7%, 4, -0.1%, ?
- CC(C)(C)Cc1c(-c2ccco2)nc2ccc(Cl)cn12
    ·, ·, i, -17%, 21%, ?, 34, 24%, ·
- O=C(c1ccc([N+](=O)[O-])s1)N1CCc2ccccc2C1
    ?, 13%, ?, -53%, -29%, ?, ?, 0.0%, 0%
- COc1ccc(C2CC(c3ccc(F)cc3)n3nc(NC(=O)c4ccco4)nc3N2)cc1 (stereo not given)
    -8%, 0%, ·, -20%, -14%, -4%, -5, -0.5%, -1%
- Cc1cccc(OCc2nnc(SCC(=O)Nc3cc(C)on3)n2C)c1
    ·, -20%, i, -4%, 5%, 4%, 0, -0.9%, -2%
- Cc1nn(Cc2ccc(Cl)cc2)c(C)c1NC(=O)c1c(-c2ccccc2)noc1C
    3%, 0%, i, -13%, 0%, -2%, 4, -0.7%, -17%
- CC(C)COc1cccc(C(=O)NNC(=O)C2COc3ccccc3O2)c1 (stereo not given)
    10%, 6%, i, -6%, -8%, -10%, 7, -0.2%, 6%

This is a random part of the collection; about 8.8% have a hit in one of these screens.
